Screens from PubChem.
KCNQ1 block: blocks the human KCNQ1 potassium channel; 1.3% of 310,000 active; AID 2642; CHO-K1 KCNQ1, FluxOR thallium flux fluorescence; hits give high values; B-score at 10 µM; P51787;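 active = compounds whose thallium flux B-score, printed positive for inhibition, exceeds three library SD while starting fluorescence stays within three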;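 note: channel opened by potassium depolarization with thallium stimulus after 20 min compound exposure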
Target sequence (P51787 whole entry, looked up): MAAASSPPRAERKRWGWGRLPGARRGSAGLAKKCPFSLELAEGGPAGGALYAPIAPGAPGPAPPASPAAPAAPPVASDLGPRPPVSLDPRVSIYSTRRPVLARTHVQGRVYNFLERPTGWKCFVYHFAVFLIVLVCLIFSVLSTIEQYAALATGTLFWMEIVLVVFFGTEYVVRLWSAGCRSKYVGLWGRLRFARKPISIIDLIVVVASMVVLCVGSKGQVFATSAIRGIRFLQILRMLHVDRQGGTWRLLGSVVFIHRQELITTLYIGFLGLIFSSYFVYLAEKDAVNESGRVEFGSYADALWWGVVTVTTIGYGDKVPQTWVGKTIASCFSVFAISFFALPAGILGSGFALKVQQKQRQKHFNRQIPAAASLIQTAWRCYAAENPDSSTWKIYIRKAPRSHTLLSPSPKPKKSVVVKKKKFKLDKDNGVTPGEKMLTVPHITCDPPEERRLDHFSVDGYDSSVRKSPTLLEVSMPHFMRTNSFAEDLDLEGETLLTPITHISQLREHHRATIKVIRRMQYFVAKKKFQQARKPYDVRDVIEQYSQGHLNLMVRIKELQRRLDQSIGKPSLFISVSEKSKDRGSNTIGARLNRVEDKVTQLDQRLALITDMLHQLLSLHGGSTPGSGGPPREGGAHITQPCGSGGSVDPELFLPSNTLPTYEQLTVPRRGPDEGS
KCNK3 block: human KCNK3 channel inhibition, primary screen. CHO-KCNK3 thallium flux, FluxOR fluorescence; hits give low values. B-score at 10 µM. 0.84% of 340,000 active. AID 602410;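 active = B-score under library mean minus 4 SD, starting fluorescence ratio at most library mean plus 5 SD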;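 note: more negative B-score means stronger inhibition of thallium flux through KCNK3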
TMEM16A act: activates or potentiates the mouse TMEM16A chloride channel; Q8BHY3; HEK293 TMEM16A/YFP-H148Q/I152L, iodide quench fluorescence; hits give low values; B-score at 10 µM; 0.3% of 340,000 active; AID 623877;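 active = fluorescence-ratio B-score plate-corrected deviation score at least 3 library SD below zero, with starting fluorescence score within 5 deviations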;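 note: channel opened by trigger with iodide after compound preincubation; score built on the fluorescence ratio of max minus min over baseline; more negative score means more quench and so TMEM16A activation or potentiation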
hERG protect: hERG (human) protection from proarrhythmic block; CHO-hERG, FluxOR thallium flux, dofetilide IC70 present; Q12809; AID 1511; activation (rescue from dofetilide block), less the hit threshold, % at 10 µM; 0.51% of 310,000 active;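 active = activation above the mean of controls blocked by dofetilide plus 5 SD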;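 note: thallium influx through hERG after potassium depolarization seen as dye fluorescence rise; in these data hits start at about 4.7%; inactives centre near -7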
RGS4 pot: potentiators or activators of RGS4; HEK293 M3R/inducible RGS4, carbachol calcium flux Fluo4; hits give low values; AID 463111; 0.92% of 310,000 active; B-score at 10 µM;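 active = B-score of the integrated calcium signal more than 4 SD below the library mean, with starting fluorescence not abnormally high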;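 note: negative B-score means reduced calcium response which marks RGS4 activation or potentiation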
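System: HEK293 FlpIn-TREx cells, stable M3R, doxycycline-inducible RGS4. Timing: overnight RGS4 induction, 30 min dye load 37 °C, 20 min compound RT. Also added: carbachol, ECmax concentration. Measured by: Fluo4 fluorescence kinetic imaging of calcium. Evaluation: integrated calcium ratio converted to B score.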
KCNK9 inh: blocks the human KCNK9 two-pore domain potassium channel; 1.2% of 310,000 active; HEK293 KCNK9, FluxOR thallium flux fluorescence; hits give low values; AID 488922; B-score at 10 µM;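 active = ratio B-score over 3 SD below the library mean, with starting fluorescence within 5 SD of its mean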;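 note: negative B-score means less thallium flux so channel inhibition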
TMEM16A inh: mouse TMEM16A channel inhibition, primary screen; normalized B-score (activity score, 25-100; higher = stronger inhibition) at 10 µM; HEK293 TMEM16A/YFP iodide influx fluorescence, ionomycin; 1.2% of 310,000 active;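 active = ratio plate-corrected score three or more library SD toward inhibition, starting fluorescence score within five deviations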;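 note: score derived from kinetic fluorescence span divided by baseline fluorescence per well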
HDAC3 inh: blocks human histone deacetylase 3; AID 2718; O15379; inhibition, % at 8.3 µM; recombinant HDAC3, fluorogenic peptide/trypsin coupled, fluorescence; 0.15% of 320,000 active; in the data active = inhibition above about 26%, passing the limit was not always enough
RGS4 inh: inhibitors of human RGS4; P49798; HEK293 M3R/RGS4 inducible, Fluo-4 calcium flux; hits give high values; triggered by carbachol at its EC20; B-score at 10 µM; 0.45% of 310,000 active;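 active = B-score, a plate-corrected calcium signal, over three deviations above library mean, with baseline fluorescence within five deviations of library mean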;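 note: RGS4 expression induced by doxycycline in cells with stable M3 receptor; B-score is computed from the integrated fluorescence ratio over baseline after carbachol; higher B-score means a larger calcium signal and so more RGS4 inhibition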
SKKanGAS inh: SKKanGAS growth inhibition; S. pyogenes SKKanGAS, kanamycin growth, BacTiter-Glo, 6 h; inhibition, % at 7.5 µM; 1.3% of 300,000 active; AID 1662;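 active = mean replicate score, as percent of positive control median, at least 50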;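 note: strain carries kanamycin resistance gene driven by streptokinase promoter and grows in 40 µg/ml kanamycin; loss of luminescence reflects streptokinase promoter inhibition or plain growth inhibition; 0% = median of DMSO wells and 100% = positive control at its reference dose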
KCNQ1 pot: potentiators or activators of human KCNQ1 potassium channel. 0.35% of 310,000 active. CHO-K1 KCNQ1, thallium flux FluxOR fluorescence; hits give high values. B-score at 10 µM. AID 2648. P51787;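 active = fluorescence ratio B-score, a plate-corrected score, at least three library SD, with initial intensity B-score within 5 SD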
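Medium – assay buffer, equal DMSO in all wells · Material – CHO-K1 cell line with stable KCNQ1 potassium channel expression · Signal – kinetic FluxOR thallium fluorescence, 10-s 1-Hz baseline, 110-s post-stimulus read · Compound – single concentration per compound, DMSO matched to controls · Schedule – 37 °C overnight plating, 90-min dark dye load, 20-min compound pretreatment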
Numbers without * were called inactive; i = inactive; · = no result given.

SMILES | KCNQ1 block | KCNK3 block | TMEM16A act | hERG protect | RGS4 pot | KCNK9 inh | TMEM16A inh | HDAC3 inh | RGS4 inh | SKKanGAS inh | KCNQ1 pot
COc1ccc(CNC(=O)Cc2nn(C)c(=O)c3ccccc23)cc1 | i | i | i | -14 | i | i | i | 10 | i | · | i
C[C@@H](CN=[N+]=[N-])CN1CC[C@H](C(C)(C)C)CCC1=O | i | i | i | 0 | i | i | i | -1 | i | 4 | i
COc1cc(OC)cc(C(=O)N2c3ccc(F)cc3CCC2C)c1 (stereo not drawn) | i | i | i | 0 | i | i | i | 7 | i | -9 | i
Cc1nc2ccc(NC(=O)C3COc4ccccc4O3)cc2s1 (stereo not drawn) | i | i | i | -9 | i | i | i | 1 | i | 0 | i
COc1ccc(S(=O)(=O)NCc2cccnc2)cc1NC(=O)c1ccc(C)cc1 | i | i | i | -4 | i | i | i | -1 | i | -13 | i
CN1CCN(C(=O)/C(C#N)=C/c2ccc(F)cc2)CC1 | i | i | i | -8 | i | i | i | -4 | i | -13 | i
CCCC(C(=O)NCCC(C)C)N(Cc1ccc(F)cc1)C(=O)c1snc(C(N)=O)c1N (stereo not drawn) | i | i | i | -31 | i | i | i | 4 | i | -3 | i
O=c1cc(CSc2ccccn2)nc(N2CCN(c3ccccc3)CC2)[nH]1 | i | i | i | -7 | i | i | i | 4 | i | -1 | i
COc1ccc(N2CCN(CC(=O)c3ccc(O)cc3O)CC2)cc1 | i | i | i | -6 | i | i | i | -3 | i | 1 | i
O=c1[nH]c2ccccc2nc1/C=C(\O)C1CC1 | i | i | i | -9 | i | i | i | 5 | i | -5 | i
O=C(O)c1c2c(nc3ccc(S(=O)(=O)N4CCC(C(=O)NCc5ccccc5Cl)CC4)cc13)CCCC2 | i | i | i | -7 | i | i | i | 1 | i | 1 | i
O=C(CCc1nnc(C2CCCCC2)o1)N1CCC(Oc2cccnc2)CC1 | i | i | i | -8 | i | i | i | -5 | i | 0 | i
C=Cc1ccc(Cn2c(=O)n(CCCOC)c(=O)c3sccc32)cc1 | i | i | i | -7 | i | i | i | 4 | i | 7 | i
COCCNC(=O)C1c2ccccc2C(=O)N(CCOC)C1c1ccc(F)cc1 (stereo not drawn) | i | i | i | -4 | i | i | i | 1 | i | 8 | i
CCC(=O)NC(=S)Nc1ccc(NC(=O)c2cccnc2)cc1 | i | i | i | -10 | i | i | i | -1 | i | -2 | i
COC(=O)[C@H](Cc1ccccc1)NC(=O)N1CCN(Cc2ccccc2)CC1 | i | i | i | -6 | i | i | i | -2 | i | -1 | i
COc1cc(OC)c(OC)cc1CN1CCc2ccccc2C1 | i | i | i | -3 | i | i | i | -3 | i | -1 | i
COc1ccc(C(=O)Nc2ccccc2C(=O)N2CCCCC2C)cc1 (stereo not drawn) | i | i | i | -4 | i | i | i | 4 | i | -7 | i
COCCC(=O)N1CCCC(CNS(=O)(=O)c2ccc(OC)cc2)C1 (stereo not drawn) | i | i | i | -1 | i | i | i | 1 | i | 5 | i
COc1ccc(C2C(C(C)=O)=C(O)C(=O)N2c2nccs2)cc1OC (stereo not drawn) | i | i | i | 0 | i | i | i | 3 | i | 4 | i
Cc1oc(-c2ccc(Cl)cc2)nc1CN1CCC(C(=O)NCc2ccco2)CC1 | i | i | i | -15 | i | i | i | 3 | i | -1 | i
CCC(=O)Nc1ccc(C(=O)Nc2ccc3c(c2)OCO3)cc1 | i | i | i | -7 | i | i | i | 0 | i | 0 | i

Compounds shown so far that contain a carbonyl joined to an NH by a bond outside any ring (11):
SMILES | KCNQ1 block | KCNK3 block | TMEM16A act | hERG protect | RGS4 pot | KCNK9 inh | TMEM16A inh | HDAC3 inh | RGS4 inh | SKKanGAS inh | KCNQ1 pot
COc1ccc(CNC(=O)Cc2nn(C)c(=O)c3ccccc23)cc1 | i | i | i | -14 | i | i | i | 10 | i | · | i
Cc1nc2ccc(NC(=O)C3COc4ccccc4O3)cc2s1 (stereo not drawn) | i | i | i | -9 | i | i | i | 1 | i | 0 | i
COc1ccc(S(=O)(=O)NCc2cccnc2)cc1NC(=O)c1ccc(C)cc1 | i | i | i | -4 | i | i | i | -1 | i | -13 | i
CCCC(C(=O)NCCC(C)C)N(Cc1ccc(F)cc1)C(=O)c1snc(C(N)=O)c1N (stereo not drawn) | i | i | i | -31 | i | i | i | 4 | i | -3 | i
O=C(O)c1c2c(nc3ccc(S(=O)(=O)N4CCC(C(=O)NCc5ccccc5Cl)CC4)cc13)CCCC2 | i | i | i | -7 | i | i | i | 1 | i | 1 | i
COCCNC(=O)C1c2ccccc2C(=O)N(CCOC)C1c1ccc(F)cc1 (stereo not drawn) | i | i | i | -4 | i | i | i | 1 | i | 8 | i
CCC(=O)NC(=S)Nc1ccc(NC(=O)c2cccnc2)cc1 | i | i | i | -10 | i | i | i | -1 | i | -2 | i
COC(=O)[C@H](Cc1ccccc1)NC(=O)N1CCN(Cc2ccccc2)CC1 | i | i | i | -6 | i | i | i | -2 | i | -1 | i
COc1ccc(C(=O)Nc2ccccc2C(=O)N2CCCCC2C)cc1 (stereo not drawn) | i | i | i | -4 | i | i | i | 4 | i | -7 | i
Cc1oc(-c2ccc(Cl)cc2)nc1CN1CCC(C(=O)NCc2ccco2)CC1 | i | i | i | -15 | i | i | i | 3 | i | -1 | i
CCC(=O)Nc1ccc(C(=O)Nc2ccc3c(c2)OCO3)cc1 | i | i | i | -7 | i | i | i | 0 | i | 0 | i

Only KCNQ1 pot, SKKanGAS inh and TMEM16A inh (2 entries from above):
Molecule	KCNQ1 pot	SKKanGAS inh	TMEM16A inh
O=c1cc(CSc2ccccn2)nc(N2CCN(c3ccccc3)CC2)[nH]1	i	-1	i
COc1ccc(N2CCN(CC(=O)c3ccc(O)cc3O)CC2)cc1	i	1	i
